Screening data as filed in PubChem BioAssay.
Vif imaging: blocks HIV Vif function; AID 602346; 340,000 tested, 0.35% active; inhibition, % at 7.49 µM; HEK293T cells, Vif self-association by quenched fluorescence, imaging, 24 h; in the data active = inhibition above about 50%, passing the limit was not always enough; also: some results filed as inactive read as strong as hits
CaV13 ICDI inh: Disruptors of the CACNA1D IQ motif to Ca2+-dependent inactivation inhibitor domain association, primary screening, Förster resonance energy transfer in intact living …; HEK cells, CFP/YFP FRET ICDI-IQ, plate reader, 10 min; percent FRET-ratio fall versus neutral wells; inhibition, % at 12.3 µM; 340,000 tested, 0.098% active; AID 743397;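 active = mean replicate inhibition of at least 30% and at least 1% of replicates passing that level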;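 also: 0% = median of the neutral control wells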
KKLEB cytotox: counter-screen for CF NF-kB inhibitors: cytotoxicity. activity change (cytotoxicity), % at 5 µM. 360,000 tested, 0.36% active. KKLEB CF airway cells viability, ATPlite luminescence, overnight; hits give low values; cells stimulated with P. aeruginosa culture filtrate;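 active = corrected activity change at or below -50% at 5 µM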
Shn3 3UTR inh: inhibitors of Schnurri-3 3'UTR reporter in osteoblasts. Clone20 osteoblast Shn3 3'UTR firefly luciferase, 24 h. inhibition, % at 12.5 µM. 360,000 tested, 0.52% active;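 active = mean inhibition of at least 75% with every replicate also reaching 75%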;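 also: 0% = median of neutral control wells and 100% = pilot-screen positive control compound; some compounds past the cut are filed as inactive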
Peg3 prom inh: Peg3 promoter activity inhibition. HeLa PEG-Prom luciferase reporter, luminescence, overnight. inhibition, % at 20 µM. 360,000 tested, 1.7% active. AID 588405;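 active = inhibition of at least 50% at 20 µM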
NR2E3 ag-1: activates human photoreceptor nuclear receptor NR2E3. Q9Y5X4. GST-NR2E3/biotin-RetCOR TR-FRET, 1536-well. inhibition of corepressor binding, % at 4.78 µM. 320,000 tested, 0.12% active. AID 2300;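 active = percent inhibition above the cutoff of mean plus 3 SD of all tested compounds, set per screening campaign, cut at about 20% in these data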;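 also: 0% = DMSO wells and 100% = biotin wells as full block of FRET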
Target sequence (Q9Y5X4 whole entry, looked up): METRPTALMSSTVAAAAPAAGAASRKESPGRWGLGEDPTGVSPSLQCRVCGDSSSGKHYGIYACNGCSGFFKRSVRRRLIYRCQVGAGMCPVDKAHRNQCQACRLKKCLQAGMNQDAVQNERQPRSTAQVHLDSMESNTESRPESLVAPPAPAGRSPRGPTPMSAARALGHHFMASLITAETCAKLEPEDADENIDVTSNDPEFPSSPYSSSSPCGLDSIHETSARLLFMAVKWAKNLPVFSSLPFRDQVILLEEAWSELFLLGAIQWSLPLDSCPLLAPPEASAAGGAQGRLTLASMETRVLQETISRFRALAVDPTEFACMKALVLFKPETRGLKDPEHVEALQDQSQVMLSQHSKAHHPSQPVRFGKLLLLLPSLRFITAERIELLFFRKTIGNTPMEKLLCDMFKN
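Material – GST-tagged NR2E3 plus biotinylated RetCOR corepressor · Quantity – NR2E3 fusion 1.35 nM · Times – 5 h incubation at 4 °C · Medium – pH 7.5 Tris-based buffer · Technique – TR-FRET, Eu(K)-anti-GST donor, streptavidin-D2 acceptor, ex 340, em 617/671 nm · Benchmarks – high control biotin, low control 0.6% DMSO · Format – 1536-well plates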
MITF TRPM1 inh: reduces MITF-dependent TRPM1 promoter luciferase signal. AID 488899. SK-MEL-5 TRPM1 promoter luciferase, 24 h. 330,000 tested, 0.83% active. inhibition, % at 12.5 µM;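 active = mean inhibition across replicates of 60% or more, whatever share of single replicates reaches that level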; also: values of inactives mirror those of a sister screen read the other way
HIF-2a inh: HIF-2a inhibition; 360,000 tested, 0.72% active; inhibition, % at 18.8 µM; 786-0 RCC cells HIF-2a reporter, luciferase luminescence, overnight; AID 624352;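 active = inhibition of the luminescence signal of 40% or more relative to plate controls, in a single-dose primary screen at 18.75 µM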
PDI turbidity: inhibitors of human protein disulfide isomerase; inhibition, % at 10 µM; PDI insulin aggregation turbidity, A650, 90 min; AID 588391; 350,000 tested, 0.052% active; P07237;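 active = mean inhibition across replicates of 30% or more, whatever share of single replicates reach that level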;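 also: absorbance from insulin aggregation driven by PDI reduction with DTT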
Target sequence (P07237 whole entry, looked up): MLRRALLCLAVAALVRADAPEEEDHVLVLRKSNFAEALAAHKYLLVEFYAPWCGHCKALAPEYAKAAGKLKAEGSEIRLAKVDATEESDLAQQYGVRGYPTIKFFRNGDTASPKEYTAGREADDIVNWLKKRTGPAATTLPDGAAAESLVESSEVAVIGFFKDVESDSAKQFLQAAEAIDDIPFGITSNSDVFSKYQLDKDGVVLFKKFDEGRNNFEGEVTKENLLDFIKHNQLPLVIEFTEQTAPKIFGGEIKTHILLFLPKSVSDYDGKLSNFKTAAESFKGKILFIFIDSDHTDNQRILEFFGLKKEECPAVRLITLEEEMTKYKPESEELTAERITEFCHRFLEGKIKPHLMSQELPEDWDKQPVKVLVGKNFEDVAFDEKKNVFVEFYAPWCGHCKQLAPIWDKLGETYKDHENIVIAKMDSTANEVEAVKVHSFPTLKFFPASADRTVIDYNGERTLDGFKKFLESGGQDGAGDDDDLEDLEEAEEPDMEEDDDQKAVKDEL
NR2E3 ag-2: agonists of human NR2E3 nuclear receptor; 360,000 tested, 0.35% active; inhibition of corepressor binding, % at 3.98 µM; CHO-S Gal4-NCOR/VP16-NR2E3 two-hybrid, luciferase; AID 602229;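 active = inhibition above the mean of all tested compounds plus 3 SD, cut at about 70% in these data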;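 also: 0% = DMSO with NR2E3 transfected cells and 100% = cells lacking NR2E3 construct; higher means lower luciferase signal from less NR2E3 corepressor binding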
CF NFkB inh: blocks PAF-induced NF-kB reporter in cystic fibrosis cells | KKLEB NF-kB-GFP reporter, GFP fluorescence overnight | inhibition, % at 5 µM | 360,000 tested, 0.86% active;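 active = at least 50% inhibition at 5 µM, scaled per plate between neutral and stimulator controls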;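 also: PAF is a Pseudomonas aeruginosa culture filtrate used as stimulus; plate controls were PAF-stimulated DMSO wells for no effect and unstimulated DMSO wells for full effect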
* = called active by the depositor. Compounds as they come (roughly 3.3% active in at least one column).

How did COc1ccc(S(=O)(=O)N(C)C)cc1NC(=O)c1ccc2c(c1)NC(=O)C(C)S2 (configuration not stated) do in these assays?
Vif imaging: -7; CaV13 ICDI inh: -6; KKLEB cytotox: -8; Shn3 3UTR inh: 3; Peg3 prom inh: 9; NR2E3 ag-1: -2; MITF TRPM1 inh: -7; HIF-2a inh: 8; PDI turbidity: -1; NR2E3 ag-2: -16; CF NFkB inh: 26

Results for COc1ccc(C(CNC(=O)COc2ccc(Cl)c(C)c2)N2CCCCC2)cc1 (configuration not stated) ?
Vif imaging: -5; CaV13 ICDI inh: -3; KKLEB cytotox: -12; Shn3 3UTR inh: -4; Peg3 prom inh: -4; NR2E3 ag-1: 1; MITF TRPM1 inh: -3; HIF-2a inh: 8; PDI turbidity: -9; NR2E3 ag-2: 0; CF NFkB inh: -2

How did CCOc1ccc(N(Cc2nnc3n2CCCCC3)C(=O)Nc2cccc(C)c2)cc1 do in these assays?
Vif imaging: 2; CaV13 ICDI inh: -5; KKLEB cytotox: -3; Shn3 3UTR inh: 13; Peg3 prom inh: -13; NR2E3 ag-1: -2; MITF TRPM1 inh: 4; HIF-2a inh: 13; PDI turbidity: 1; NR2E3 ag-2: 7; CF NFkB inh: -4

What do the screens show for `Cc1cc([N+](=O)[O-])ccc1NC(=O)CN1C2CCC1CC(NC(=O)NC13CC4CC(CC(C4)C1)C3)C2` (configuration not stated)?
Vif imaging: -3; CaV13 ICDI inh: -1; KKLEB cytotox: -7; Shn3 3UTR inh: 76; Peg3 prom inh: 25; NR2E3 ag-1: 0; MITF TRPM1 inh: 37; HIF-2a inh: 14; PDI turbidity: 0; NR2E3 ag-2: 4; CF NFkB inh: 0

What do the screens show for `O=C(O)CC(C(=O)OCCOc1ccccc1)N1CCOCC1` (configuration not stated)?
Vif imaging: 3; CaV13 ICDI inh: -4; KKLEB cytotox: -5; Shn3 3UTR inh: 2; Peg3 prom inh: -7; NR2E3 ag-1: -1; MITF TRPM1 inh: 4; HIF-2a inh: 14; PDI turbidity: -36; NR2E3 ag-2: -32; CF NFkB inh: -12

Results for COC(=O)c1ccc2ncccc2c1 ?
Vif imaging: 9; CaV13 ICDI inh: -5; KKLEB cytotox: 5; Shn3 3UTR inh: -8; Peg3 prom inh: -39; NR2E3 ag-1: 2; MITF TRPM1 inh: -8; HIF-2a inh: -53; PDI turbidity: 12; NR2E3 ag-2: -22; CF NFkB inh: 4

How did CCOc1ccccc1C(=O)NCc1ccc2c(c1)OCO2 do in these assays?
Vif imaging: 4; CaV13 ICDI inh: -3; KKLEB cytotox: -2; Shn3 3UTR inh: 12; Peg3 prom inh: 3; NR2E3 ag-1: 1; MITF TRPM1 inh: -7; HIF-2a inh: -1; PDI turbidity: 2; NR2E3 ag-2: -21; CF NFkB inh: 5

What do the screens show for `NS(=O)(=O)c1ccc(Nc2nc(-c3cccc([N+](=O)[O-])c3)cs2)cc1`?
Vif imaging: -13; CaV13 ICDI inh: -4; KKLEB cytotox: 25; Shn3 3UTR inh: 0; Peg3 prom inh: 7; NR2E3 ag-1: -1; MITF TRPM1 inh: 3; HIF-2a inh: -28; PDI turbidity: -1; NR2E3 ag-2: 3; CF NFkB inh: -198

What do the screens show for `CCCCCCCCCn1ccc(=N)cc1`?
Vif imaging: -25; CaV13 ICDI inh: -4; KKLEB cytotox: -48; Shn3 3UTR inh: 59; Peg3 prom inh: 32; NR2E3 ag-1: 0; MITF TRPM1 inh: 65*; HIF-2a inh: 25; PDI turbidity: -4; NR2E3 ag-2: 12; CF NFkB inh: 48

What do the screens show for `Nc1nc2ccccc2n1C(=O)c1cccs1`?
Vif imaging: -5; CaV13 ICDI inh: -14; KKLEB cytotox: -5; Shn3 3UTR inh: -106; Peg3 prom inh: -210; NR2E3 ag-1: 0; MITF TRPM1 inh: -64; HIF-2a inh: -197; PDI turbidity: -5; NR2E3 ag-2: -103; CF NFkB inh: -24

What do the screens show for `COc1ccc(CNC(=O)CN=C2NC(=O)C(c3ccccc3)(c3ccccc3)N2)cc1`?
Vif imaging: 2; CaV13 ICDI inh: -2; KKLEB cytotox: 7; Shn3 3UTR inh: -2; Peg3 prom inh: -49; NR2E3 ag-1: -2; MITF TRPM1 inh: -9; HIF-2a inh: -93; PDI turbidity: -4; NR2E3 ag-2: -15; CF NFkB inh: 4

What do the screens show for `CC(=O)OC(C)C(=O)NS(=O)(=O)c1ccc(C)cc1` (configuration not stated)?
Vif imaging: 16; CaV13 ICDI inh: -6; KKLEB cytotox: 2; Shn3 3UTR inh: -16; Peg3 prom inh: 10; NR2E3 ag-1: 2; MITF TRPM1 inh: -15; HIF-2a inh: 16; PDI turbidity: 17; NR2E3 ag-2: 11; CF NFkB inh: 6

Three structures out of the list, ordered by number of heavy atoms, high to low:
What do the screens show for `Cc1cc([N+](=O)[O-])ccc1NC(=O)CN1C2CCC1CC(NC(=O)NC13CC4CC(CC(C4)C1)C3)C2` (configuration not stated)?
Vif imaging: -3; CaV13 ICDI inh: -1; KKLEB cytotox: -7; Shn3 3UTR inh: 76; Peg3 prom inh: 25; NR2E3 ag-1: 0; MITF TRPM1 inh: 37; HIF-2a inh: 14; PDI turbidity: 0; NR2E3 ag-2: 4; CF NFkB inh: 0

What do the screens show for `COc1ccc(CNC(=O)CN=C2NC(=O)C(c3ccccc3)(c3ccccc3)N2)cc1`?
Vif imaging: 2; CaV13 ICDI inh: -2; KKLEB cytotox: 7; Shn3 3UTR inh: -2; Peg3 prom inh: -49; NR2E3 ag-1: -2; MITF TRPM1 inh: -9; HIF-2a inh: -93; PDI turbidity: -4; NR2E3 ag-2: -15; CF NFkB inh: 4

What do the screens show for `O=C(O)CC(C(=O)OCCOc1ccccc1)N1CCOCC1` (configuration not stated)?
Vif imaging: 3; CaV13 ICDI inh: -4; KKLEB cytotox: -5; Shn3 3UTR inh: 2; Peg3 prom inh: -7; NR2E3 ag-1: -1; MITF TRPM1 inh: 4; HIF-2a inh: 14; PDI turbidity: -36; NR2E3 ag-2: -32; CF NFkB inh: -12

More structures follow.
How did COc1cccc(N2CCN(C(=O)NC3CCCCC3)CC2)c1 do in these assays?
Vif imaging: -3; KKLEB cytotox: 2; Shn3 3UTR inh: 4; Peg3 prom inh: -11; NR2E3 ag-1: -1; MITF TRPM1 inh: -5; HIF-2a inh: 5; PDI turbidity: 3; NR2E3 ag-2: -2; CF NFkB inh: -4

How did COc1cccc(CN2CCSCC2)c1OC do in these assays?
Vif imaging: -2; CaV13 ICDI inh: -5; KKLEB cytotox: 4; Shn3 3UTR inh: -6; Peg3 prom inh: -1; NR2E3 ag-1: 3; MITF TRPM1 inh: 12; HIF-2a inh: 16; PDI turbidity: 2; NR2E3 ag-2: 1; CF NFkB inh: -1

How did CSc1ncc(Cl)c(C(=O)Nc2ccc(C)c(C)c2)n1 do in these assays?
Vif imaging: -3; CaV13 ICDI inh: -15; KKLEB cytotox: -8; Shn3 3UTR inh: -9; Peg3 prom inh: 0; NR2E3 ag-1: 0; MITF TRPM1 inh: -1; HIF-2a inh: -22; PDI turbidity: 0; NR2E3 ag-2: -17; CF NFkB inh: -16

How did O=C(Oc1ccc(/C=N/n2cnnc2)cc1)c1cccc([N+](=O)[O-])c1 do in these assays?
Vif imaging: -4; CaV13 ICDI inh: -9; KKLEB cytotox: -4; Shn3 3UTR inh: -12; Peg3 prom inh: 19; NR2E3 ag-1: 2; MITF TRPM1 inh: 15; HIF-2a inh: 21; PDI turbidity: -6; NR2E3 ag-2: 6; CF NFkB inh: 37

Results for O=C(NCc1ccccc1)C(=O)NCC1OCCN1S(=O)(=O)c1ccc(Br)cc1 (configuration not stated) ?
Vif imaging: -3; CaV13 ICDI inh: -3; KKLEB cytotox: 6; Shn3 3UTR inh: -3; Peg3 prom inh: 18; NR2E3 ag-1: 1; MITF TRPM1 inh: 15; HIF-2a inh: 16; PDI turbidity: 11; NR2E3 ag-2: 10; CF NFkB inh: -4

Results for O=C(O)Cn1c(=O)c(F)cn(C2CCCO2)c1=O (configuration not stated) ?
Vif imaging: 5; CaV13 ICDI inh: -3; KKLEB cytotox: 1; Shn3 3UTR inh: 4; Peg3 prom inh: 6; NR2E3 ag-1: 1; MITF TRPM1 inh: -1; HIF-2a inh: 15; PDI turbidity: -1; NR2E3 ag-2: 8; CF NFkB inh: 0

Results for COc1ccc(NC(C)=O)cc1NC(=O)CSc1nnc(-c2ccccn2)n1C ?
Vif imaging: 14; CaV13 ICDI inh: -5; KKLEB cytotox: -3; Shn3 3UTR inh: -7; Peg3 prom inh: 9; NR2E3 ag-1: 0; MITF TRPM1 inh: -7; HIF-2a inh: -6; PDI turbidity: -2; NR2E3 ag-2: -2; CF NFkB inh: 9

Results for CCC1(O)CC(C(=O)OC)=NN1C(=O)c1ccccc1 (configuration not stated) ?
Vif imaging: 5; CaV13 ICDI inh: -7; KKLEB cytotox: -2; Shn3 3UTR inh: -1; Peg3 prom inh: 6; NR2E3 ag-1: 0; MITF TRPM1 inh: 4; HIF-2a inh: -18; PDI turbidity: -10; NR2E3 ag-2: 6; CF NFkB inh: 16

Results for CC(=O)NCCc1nc(-c2ccc(Cl)cc2)no1 ?
Vif imaging: 0; CaV13 ICDI inh: -11; KKLEB cytotox: -7; Shn3 3UTR inh: -19; Peg3 prom inh: -51; NR2E3 ag-1: 1; MITF TRPM1 inh: -19; HIF-2a inh: -90; PDI turbidity: -3; NR2E3 ag-2: -3; CF NFkB inh: 20

How did C=CCNC(=O)COCc1cc(-c2ccc3c(c2)OCO3)on1 do in these assays?
Vif imaging: -3; CaV13 ICDI inh: -19; KKLEB cytotox: -26; Shn3 3UTR inh: -23; Peg3 prom inh: -90; NR2E3 ag-1: 0; MITF TRPM1 inh: -21; HIF-2a inh: -124; PDI turbidity: -8; NR2E3 ag-2: -32; CF NFkB inh: 10

What do the screens show for `CCc1cc2c(=O)nc3n(c2s1)Cc1ccccc1/C3=C(/O)c1cccc([N+](=O)[O-])c1`?
Vif imaging: -2; KKLEB cytotox: 5; Shn3 3UTR inh: -24; Peg3 prom inh: -35; NR2E3 ag-1: -5; MITF TRPM1 inh: -14; HIF-2a inh: -67; PDI turbidity: 3; NR2E3 ag-2: -19; CF NFkB inh: -22

How did CC(=O)N1CCN(c2ccc(C(N)=O)cc2[N+](=O)[O-])CC1 do in these assays?
Vif imaging: -7; CaV13 ICDI inh: -2; KKLEB cytotox: 9; Shn3 3UTR inh: 6; Peg3 prom inh: -1; NR2E3 ag-1: -3; MITF TRPM1 inh: 8; HIF-2a inh: 2; PDI turbidity: -4; NR2E3 ag-2: -8; CF NFkB inh: 16
